Epigenetic reg: regulators of epigenetic silencing causing reporter derepression in mouse cells. murine LDR cells, GFP reporter derepression, 30 h. Potency, µM (series often up to 53.9 µM), without a hit: at the highest dose GFP activation, actives largely listed as activators. AID 1865. actives 0.2% (n = 280,000); active = well fitted activation curve with a large enough effect; inconclusive = small, poorly fitted or top-dose-only effect; also: % of control where 0% means no effect; nearly all actives have a fitted effect of over 60% in size
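Murine LDR cells bearing a silenced CMV-driven GFP reporter were exposed to compound for 30 h at 37 C. After PBS washes, GFP-positive cells (20-120 um objects) counted by laser-scanning microplate cytometry.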
* hit, by the source's call; ? = inconclusive. Potency is read from the fitted curve at half-maximal effect. This is a subset; rates above refer to the full screens.

#	canonical_smiles	Epigenetic reg
1	COCc1cc(C)nc2sc3c(c12)NC(c1ccccc1C(=O)O)N(c1ccc(OC)cc1)C3=O (stereo unspecified)	10.7%
2	COc1cc(NC(=O)c2cc(-c3ccc4c(c3)OCO4)on2)cc(OC)c1OC	-1.8%
3	Cc1cc(C)c(OCC(=O)N(Cc2ccc(N(C)C)cc2)CC2CCCO2)c(C)c1 (stereo unspecified)	4.1%
4	O=C(NCCc1ccc(Cl)cc1)c1ccc2c(c1)N(Cc1ccc(Cl)cc1)C(=O)CS2	-0.9%
5	O=C(Cn1ncc2c3ccccc3n(Cc3ccc(F)cc3)c2c1=O)NCCCN1CCCCC1	2.1%
6	COc1ccc(C)cc1NC(c1nnc(-c2ccccc2)o1)c1ccc(F)cc1Cl (stereo unspecified)	0.7%
7	Cc1cccn2c(=O)c3cc(C(=O)N(Cc4ccccc4)C(C)C)sc3nc12	3.3%
8	Cc1nnc2c3ccccc3nc(Nc3ccccc3C(=O)O)n12	2.7%
9	CCOc1ccc(CNC(=O)Cc2ccc(NC(=O)N3CCSc4ncccc43)cc2)cc1	-0.2%
10	CCNC(=O)C1CCCN(c2nnc(C)c3c(C)n(-c4ccc(C)cc4)nc23)C1 (stereo unspecified)	1.1%
11	CCn1nc(-c2ccccc2)c(-c2ccccc2)c(C(=O)OCCOC)c1=O	-3.0%
12	CC(C)Oc1ccc(CNC(=O)C2CCCCN2S(=O)(=O)c2ccc(F)cc2)cc1 (stereo unspecified)	-2.9%
13	CCCN(CCC)C(=O)C1CCN(c2cc(C)nc3c(-c4ccc(Cl)cc4)c(C)nn23)CC1	-1.1%
14	CCc1cc2c(-c3ccccc3)cc(=O)oc2c2c1OCN(Cc1ccc(C)cc1)C2	-1.9%
15	COc1cc(CNCCSc2nnnn2C)ccc1OCc1c(F)cccc1Cl	0.0%
16	Cc1ccc(-n2nc3c(=O)n(C(C)C(=O)NCc4ccc(OC(C)C)cc4)nc(C)c3c2C)cc1 (stereo unspecified)	7.2%
17	N#Cc1ccc(NC2=NS(=O)(=O)c3ccccc32)cc1	1.7%
18	Cc1cccc(-n2c3nc(=O)n(C)c(=O)c-3cc3c(Cl)cccc32)c1C	5.7%
19	Cc1ccc(Cl)cc1N1CCN(C(=O)c2ccc3c(c2)N(Cc2ccccc2F)C(=O)c2ccccc2S3=O)CC1 (stereo unspecified)	-1.1%
20	COc1ccc(S(=O)(=O)N2CCC(n3c(C)nc4cccnc43)CC2)cc1Cl	-3.5%
21	Cn1c(=O)c2sccc2n2c(CCC(=O)NCc3ccc(F)cc3)nnc12	2.5%
22	CCc1cccc(NC(=O)Cn2nc3c4cc(F)ccc4n(Cc4cccc(C)c4)cc-3c2=O)c1	?
23	O=C(Nc1cccc(F)c1)c1oc2ccccc2c1NC(=O)C12CC3CC(CC(C3)C1)C2	-5.3%
24	Cc1ccc(CSCCNC(=O)CN(c2cccc(C)c2C)S(=O)(=O)c2ccccc2)cc1	-0.4%
25	O=C(Cn1cc(C(=O)c2ccco2)c2ccccc21)Nc1ccccc1Cl	0.8%

Ordered by molecular weight (falling): part of the list above.
#	canonical_smiles	Epigenetic reg
4	O=C(NCCc1ccc(Cl)cc1)c1ccc2c(c1)N(Cc1ccc(Cl)cc1)C(=O)CS2	-0.9%
7	Cc1cccn2c(=O)c3cc(C(=O)N(Cc4ccccc4)C(C)C)sc3nc12	3.3%
21	Cn1c(=O)c2sccc2n2c(CCC(=O)NCc3ccc(F)cc3)nnc12	2.5%

Given field by field: part of the list above.
(4) O=C(NCCc1ccc(Cl)cc1)c1ccc2c(c1)N(Cc1ccc(Cl)cc1)C(=O)CS2
  Epigenetic reg: -0.9%

(5) O=C(Cn1ncc2c3ccccc3n(Cc3ccc(F)cc3)c2c1=O)NCCCN1CCCCC1
  Epigenetic reg: 2.1%

Continuation:
#	canonical_smiles	Epigenetic reg
26	CCc1ccccc1NC(=O)CSc1nc2c(oc3ccccc32)c(=O)n1-c1ccccc1	0.0%
27	COc1ccc(C2c3c(n(C)c4ccccc34)C(=O)N2CC(=O)Nc2ccccc2F)cc1 (stereo unspecified)	2.4%
28	CC(C)(C)C1CCc2c(sc(NC(=O)Cn3nnc(-c4cccc(C(F)(F)F)c4)n3)c2C#N)C1 (stereo unspecified)	-1.1%
29	O=C(c1cc2c(s1)-c1ccccc1OC2)N1CCN(c2ccc(F)cc2)CC1	2.7%
30	Cc1ccccc1C(=O)NCc1nc(-c2ccc(Cl)cc2)no1	-1.9%
31	CC(C)CCNC(=O)Nc1ccc2c(c1)N(C)C(=O)c1ccccc1S2	-8.3%
32	Cc1ccc(-c2nonc2NC(=O)c2ccc(F)cc2)cc1C	-1.7%
33	CCOC(=O)C1=C(C)NC(=O)NC1c1cn(-c2ccccc2)nc1-c1ccc(OCC)cc1 (stereo unspecified)	0.4%
34	Cc1nn(CC(=O)N2CCN(c3cccc(C(F)(F)F)c3)CC2)c(=O)c2cccn12	7.0%
35	COC(=O)c1c(NC(=O)C(C)Oc2ccc(Cl)cc2Cl)sc2c1CCCC2 (stereo unspecified)	-1.6%
36	CCCCN(CC)CCNC(=O)C1CCN(S(=O)(=O)c2cccc3nsnc23)CC1	-3.5%
37	Cc1ccc2c(c1)c(=O)c1ccccc1n2CCCC(=O)Nc1c(F)cccc1F	0.3%
38	O=C(c1ccc2c(c1)N(Cc1ccc(Cl)cc1)C(=O)c1ccccc1S2(=O)=O)N1CCN(c2ccccn2)CC1	0.0%
39	COc1ccc(CCNC(=O)c2cc(=O)c3ccc(C)cc3o2)cc1OC	-1.0%
40	Cc1nc2nc(SCC(=O)NCCc3ccc(Cl)cc3)nn2c(C)c1Cc1ccccc1	-2.3%
41	Cc1cccc(NC(=O)c2ccc3c(c2)CCN3S(=O)(=O)c2ccccc2)c1C	6.6%
42	Cc1oc2ccc(O)c(CN3CCCC(C)C3)c2c1C(=O)Nc1ccccc1 (stereo unspecified)	1.9%
43	COc1ccc(C2C(C(N)=O)=C(C)Nc3nc(CCCO)nn32)c(OC)c1 (stereo unspecified)	0.0%
44	Cc1ccc(NC(=O)c2cccc(N3CCCS3(=O)=O)c2)cc1C	0.2%
45	Cc1ccc(Nc2c(-c3ccncc3)nc3ccc(C)cn23)cc1	5.3%
46	CC(=O)c1nn(-c2ccc(OC(F)(F)F)cc2)nc1Nc1ccc(Cl)cc1	7.3%
47	COc1ccc(CCNC(=O)CCn2c(=O)c3cccn3c3cccnc32)c(OC)c1OC	-1.7%
48	CC(=O)Nc1ccc(NC(=O)c2ccc3c(c2)N(Cc2cccc(Cl)c2)C(=O)c2ccccc2S3(=O)=O)cc1	4.3%
49	COc1ccc(C(=O)Nc2cc(-c3nc4ccccc4s3)ccc2OC)cc1	1.1%
50	COc1ccccc1CNC(=O)C1CCN(c2nn3c(=O)cc(C)nc3s2)CC1	-2.5%

Entries shown so far containing a cyano group, in the order listed:
#	canonical_smiles	Epigenetic reg
17	N#Cc1ccc(NC2=NS(=O)(=O)c3ccccc32)cc1	1.7%
28	CC(C)(C)C1CCc2c(sc(NC(=O)Cn3nnc(-c4cccc(C(F)(F)F)c4)n3)c2C#N)C1 (stereo unspecified)	-1.1%

(next part)
#	canonical_smiles	Epigenetic reg
51	CCc1ccc(-c2nc(CSCC(=O)NCc3ccc(C)cc3)c(C)o2)cc1	0.8%
52	Fc1ccc(Nc2nc3ccccc3n3cnnc23)c(F)c1	0.0%
53	COc1ccc(CNC(=O)c2cc3c(=O)n(C)c4ccccc4c3n2C)cc1	-1.1%
54	Cc1ccc(NC(=O)c2cc3nc(-c4ccc5c(c4)OCO5)cc(C(F)(F)F)n3n2)cc1Cl	-1.1%
55	CCN(C(=O)C1CCC(CNS(=O)(=O)c2cccc3nsnc23)CC1)c1ccccc1 (stereo unspecified)	0.0%
56	CCOc1ccc(OCC)c(NC(=O)CN(c2ccc(C)cc2)S(=O)(=O)c2c(C)n[nH]c2C)c1	-1.3%
57	COc1ccccc1CCNC(=O)Cn1ccc2cc(S(=O)(=O)N3CCCCC3)ccc21	-2.5%
58	COc1cccc(NS(=O)(=O)c2ccc3[nH]cc(C(=O)N4CCCC4)c(=O)c3c2)c1	-2.7%
59	Cc1ccccc1CNC(=O)Cn1ncn2nc(-c3cccs3)cc2c1=O	-8.8%
60	COc1ccc(CN2CCN(c3ncnc4sc5c(c34)CC(C)CC5)CC2)cc1F (stereo unspecified)	3.5%
61	CCc1ccccc1NC(=O)[C@@H](c1ccccc1)N1Cc2ccccc2C1=O	-1.1%
62	CC(CNC(=O)c1cc(-c2ccccc2)n[nH]1)c1ccccc1 (stereo unspecified)	1.3%
63	COc1ccc(N2CCN(C(=O)c3cc4cc5ccc(Cl)cc5nc4o3)CC2)cc1	-3.6%
64	Cc1nn(CC(=O)N2CCN(c3cccc(C(F)(F)F)c3)CC2)c(=O)c2cc3sccc3n12	1.4%
65	O=C(Nc1cccs1)Nc1cc(C(F)(F)F)ccc1Cl	0.0%
66	COc1ccc(NC(=O)CSc2oc(-c3ccco3)nc2S(=O)(=O)c2ccc(C)cc2)c(OC)c1	-2.3%
67	Cc1sc2c(c1C)c(=O)n(Cc1ccccc1)c(=O)n2CC(=O)Nc1cccc(Cl)c1	7.1%
68	CCOC(=O)c1c(NC(=O)/C=C/c2ccccc2)sc2c1CCCC2	-1.6%
69	CCOC(=O)c1c(C)[nH]c(C)c1S(=O)(=O)N1CCC(C(=O)NCc2ccccc2)CC1	-0.6%
70	Cc1ccc2c(c1)N(C(=O)CCC(=O)NCc1ccccc1Cl)CC(C)O2 (stereo unspecified)	-4.3%
71	Cc1ccc(C(=O)COC(=O)c2cc(-c3cccs3)nc3ccccc23)cc1	0.2%
72	COc1ccc(C(=O)NC2(C(F)(F)F)C(=O)NC(C)=C2C#N)cc1 (stereo unspecified)	-0.2%
73	CCc1ccc(S(=O)(=O)c2nnn(-c3ccc(F)cc3)c2N)cc1	-1.8%
74	CCN(C(=O)c1cn(CC(C)C)c(=O)c2cc(OC)c(OC)cc12)c1cc(OC)ccc1OC	-0.2%
75	CCN1C(=O)c2ccccc2S(=O)(=O)c2ccc(C(=O)NCc3ccc(C)cc3)cc21	-1.1%

Pulled by structure from the list above, 3 records:
#	canonical_smiles	Epigenetic reg
69	CCOC(=O)c1c(C)[nH]c(C)c1S(=O)(=O)N1CCC(C(=O)NCc2ccccc2)CC1	-0.6%
40	Cc1nc2nc(SCC(=O)NCCc3ccc(Cl)cc3)nn2c(C)c1Cc1ccccc1	-2.3%
26	CCc1ccccc1NC(=O)CSc1nc2c(oc3ccccc32)c(=O)n1-c1ccccc1	0.0%

The results go on.
#	canonical_smiles	Epigenetic reg
76	COc1cc(NC(=O)CSc2ccc(-c3ccccn3)nn2)cc(OC)c1	-0.8%
77	Cc1nn(C(C)C(=O)NC2CCC(C)CC2)c(=O)c2c1sc1ccccc12 (stereo unspecified)	-1.4%
78	COc1ccccc1/C=C/c1nc(C#N)c(NC(C)c2ccccc2)o1 (stereo unspecified)	-6.7%
79	COc1ccc2c(Sc3ccc(Cl)cc3)c(C(=O)N3CCC(C)CC3)[nH]c2c1	-1.7%
80	Cc1ccc(-n2c(=O)c3cccnc3n2CC(=O)Nc2ccc(C)cc2Cl)cc1	-0.5%
81	O=S(=O)(c1ccc(Cl)cc1)c1nnn2c1nc(NCc1ccccc1)c1sccc12	5.2%
82	CCCCn1c(CNC(=O)C23CC4CC(CC(C4)C2)C3)nnc1SCC(=O)Nc1ccc(C)cc1	-0.3%
83	Cc1ccc(N2CCN(C(=O)c3ccc4c(Cl)c5c(nc4c3)CCCC5)CC2)c(C)c1	-1.1%
84	Clc1ccc(-c2cc3ncc4c(n3n2)-c2ccccc2OC4)cc1	0.8%
85	COc1cccc(NC(=O)c2sc3nc(C)c(C(=O)Nc4ccc(C)cc4C)c(-c4ccc(Br)cc4)c3c2N)c1	-2.1%
86	O=C(CCCn1c(=O)[nH]c2ccsc2c1=O)N1CCN(c2ccc(Cl)cc2)CC1	0.2%
87	Cc1cc(N2CCN(C)CC2)nc2ccc(NC(=O)c3ccc(C(C)(C)C)cc3)cc12	-0.3%
88	Cc1cccc(OCCCn2c(CCNC(=O)C3CCCCC3)nc3ccccc32)c1	1.6%
89	CCOC(=O)c1c(C)oc2ccc(N(C(=O)Oc3ccccc3)S(=O)(=O)c3ccccc3)cc12	-1.6%
90	COc1ccc(OC)c(CNC(=O)CCCn2nc(C)c3c(C)n(-c4ccc(C)cc4)nc3c2=O)c1	9.1%
91	CC(NS(=O)(=O)c1ccc2c(c1)CCN2C(=O)CCCC(=O)O)c1ccccc1 (stereo unspecified)	2.7%
92	COc1cc2[nH]c(=O)n(Cc3ccc(C(=O)N4CCN(c5ccc(Cl)cc5)CC4)cc3)c(=O)c2cc1OC	-2.6%
93	COC(=O)c1ccccc1NC(=O)c1noc2c1CSc1ccccc1-2	-3.2%
94	Cc1ccc(N(CC(=O)N2CCN(c3cc(Cl)ccc3C)CC2)S(=O)(=O)c2c(C)noc2C)cc1	-0.7%
95	Cc1ccc(S(=O)(=O)c2nnn3c2nc(NC(C)C)c2cc(Cl)ccc23)cc1C	0.0%
96	Cc1c(Cl)cccc1NC(=O)CCS(=O)(=O)c1cccc2nsnc12	17.5%
97	COc1cccc(CNC(=O)c2c(C)nn(-c3cccc(C)c3)c2-n2cccc2)c1	-0.2%
98	CCC(=O)N1c2ccc(S(=O)(=O)CCC(=O)Nc3ccc(OC)cc3OC)cc2CC1C (stereo unspecified)	-0.7%
99	COc1ccc(NC(=O)Cn2c3ncccc3c(=O)n2-c2ccc(C)c(C)c2)c(OC)c1	16.0%
100	Cc1ccc2nc(-c3ccsc3)c(Nc3ccc(Cl)cc3)n2c1	5.3%
101	CCOc1ccc(-c2cc(NC(=O)Nc3cccc(C(C)=O)c3)c(C(=O)OC)s2)cc1	-1.4%
102	COc1ccccc1CNC(=O)Cc1c(C)c2c(cc(C)c3c(C)c(C)oc32)oc1=O	-2.6%
103	FC(F)(F)c1cc(-c2cccc(Br)c2)nc2ncnn12	0.0%

High-throughput results: PubChem, National Center for Advancing Translational Sciences (NCATS)
